Assay outcomes: PubChem BioAssay, Broad Institute
RAD54 inh = inhibitors of human RAD54 branch migration; AID 602329; RAD54 Holliday junction branch migration, FAM/BHQ fluorescence; Q92698; 0.14% of 360,000 active; inhibition, % at 10.4 µM;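 active means mean normalized replicate activity at least 40 and at least half of replicates scoring 40 or more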;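 further: 0% = median of neutral control wells and 100% = median of positive control wells; inhibitors cause a drop in the FAM fluorescence signal; in these data hits start at about 50%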
Target sequence (Q92698 whole entry, looked up): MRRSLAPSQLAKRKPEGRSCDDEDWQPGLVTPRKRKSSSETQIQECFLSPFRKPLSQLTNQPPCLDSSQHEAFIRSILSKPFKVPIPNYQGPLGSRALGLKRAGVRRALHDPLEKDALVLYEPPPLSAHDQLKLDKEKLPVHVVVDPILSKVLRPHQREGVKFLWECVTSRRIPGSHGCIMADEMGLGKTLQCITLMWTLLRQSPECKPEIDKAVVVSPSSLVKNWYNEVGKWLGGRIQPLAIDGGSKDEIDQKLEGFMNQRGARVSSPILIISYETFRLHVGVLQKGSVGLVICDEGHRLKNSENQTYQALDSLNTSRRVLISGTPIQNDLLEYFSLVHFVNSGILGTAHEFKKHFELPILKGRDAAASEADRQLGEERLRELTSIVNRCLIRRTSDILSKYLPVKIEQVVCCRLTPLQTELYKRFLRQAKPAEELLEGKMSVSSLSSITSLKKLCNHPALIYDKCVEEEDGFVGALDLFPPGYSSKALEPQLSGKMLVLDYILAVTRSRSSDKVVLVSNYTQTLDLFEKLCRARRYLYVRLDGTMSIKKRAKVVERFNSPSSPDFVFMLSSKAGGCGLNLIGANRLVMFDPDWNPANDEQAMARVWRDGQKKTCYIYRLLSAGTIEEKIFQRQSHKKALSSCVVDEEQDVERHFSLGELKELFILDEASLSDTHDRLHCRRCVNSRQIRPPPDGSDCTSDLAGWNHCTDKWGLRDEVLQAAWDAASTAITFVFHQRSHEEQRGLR
The depositor's hits bear a star. Not all compounds are listed (hit frequency here may not be typical).

structure | RAD54 inh
O=C(COc1ccc(S(=O)(=O)N2CCCC2)cc1Cl)NCc1ccco1 | -3
O=C(NCCN1CCOCC1)Nc1ccc(Cl)cc1 | -4
Cc1ccnc(N2CCN(C(=O)CSc3nc4ccccc4nc3N3CCCCC3)CC2)c1 | 0
Cc1ccc(S(=O)(=O)N2CCCN(S(=O)(=O)C3CCS(=O)(=O)C3)CC2)cc1 (configuration not stated) | 0
COC(=O)C1CCN(C(=O)Nc2ccc(OC)cc2)CC1 | -16
Brc1c(CSc2nc3ccccc3o2)nc2ncccn12 | -5
O=C(CN1CCOCC1)Nc1ccccc1Cl | -10
O=C(Nc1ccc(N2CCCCC2)c(C(=O)O)c1)c1ccco1 | -2
Nc1scc(-c2ccncc2)c1Cl | -7
Clc1cccc(-c2nc3ccc(Cl)cn3c2Cc2ccsc2)c1 | 5
CC(=O)C1=C(O)C(=O)N(c2ccc(S(N)(=O)=O)cc2)C1c1ccccc1F (configuration not stated) | -1
CCCCc1ccc(NC(=O)Nc2cc(C)nn2C)cc1 | -2
COc1cc2c(C)nc(C)c(C#N)c2cc1OC | -3
CC(=O)Nc1ccc(S(=O)(=O)Nc2ccc(N3CCOCC3)cc2)cc1 | -6
CCN(CC)c1ccc(NC(=O)CSc2nc3ccccc3c(=O)[nH]2)cc1 | -2
Cc1nnc(SCC(=O)Nc2nccs2)s1 | -17
CCN=C1SC(C(N)=O)CC(=O)N1CC (configuration not stated) | 0
Cc1ccccc1-n1nc(C(=O)O)c(C)c(C#N)c1=O | -35
OC1(c2ccccc2F)CCN(Cc2nnc(-c3ccccc3)o2)CC1 | -18
CCCn1nc(C(=O)OCC(=O)c2ccc3c(c2)NC(=O)CO3)c2ccccc2c1=O | 6
Cn1nnc2cc(C(=O)NC(C)(C)C)ccc21 | 3
O=C(CN1C(=O)c2ccccc2S1(=O)=O)NC1CCCC1 | -5
CC(C)NC(=O)c1cnc(Sc2ncc(C(F)(F)F)cc2Cl)n1C | 7
O=C(Cn1cccc1C(=O)c1ccccc1)NCc1ccccc1 | 4
COC(=O)CNC(=O)COC(=O)c1cc(F)c(F)cc1Cl | 10
CCOC(=O)CSc1nnc(-c2cccc(Br)c2)o1 | -1
CCc1cc2ccccc2nc1SCC(=O)N1CCN(C(=O)c2ccco2)CC1 | -3
CCCc1cc(=O)oc2cc(OCC(=O)Nc3cc(C)on3)ccc12 | -2
CN1CCc2nc(SCCOc3ccccc3)c(C#N)cc2C1 | 2
O=c1[nH]nc(Sc2ncnc3sccc23)n1CCc1ccccc1 | 9
Fc1ccc(Br)cc1C1C=C(c2ccc(Br)s2)Nc2ncnn21 (configuration not stated) | -21
CC(=O)Nc1ccc(S(=O)(=O)NNC(=O)c2ccc(C)cc2)cc1 | 0
Brc1ccc2c(c1)C(c1ccc(N3CCOCC3)cc1)=NNC(c1cccs1)=N2 | -14
COc1ccc(C2CC(C(F)(F)F)n3nc(C(=O)NCCN4CCOCC4)cc3N2)cc1 (configuration not stated) | 4
COc1ccc(C(C#N)N2N=C(C)CC2(C)C)cc1 (configuration not stated) | -15
CCc1noc(C)c1C(=O)N1CCOCC1 | -1
Cc1cc(C)c(C#N)c(SCC(=O)Nc2ccccc2C(N)=O)n1 | 2
CCOC(=O)C1C(=O)Nc2nc(C)nn2C1c1ccccc1 (configuration not stated) | -28
Cc1ccc(S(=O)(=O)N/N=C2/CC(c3ccccc3)Oc3ccccc32)cc1[N+](=O)[O-] (configuration not stated) | -3
CCOC(=O)c1cccc(NC(=O)CSc2nnc(COc3ccccc3)n2CC)c1 | 3
CCn1c(NC(=O)c2cccs2)c(-c2cccs2)c(=O)c2ccccc21 | -6
Cc1cc2nnc(SC(C)C#N)n2c2ccccc12 (configuration not stated) | -1
Cc1ccc(S(=O)(=O)NCC(=O)N(CC(=O)NC(C)(C)C)Cc2cccs2)cc1 | -2
COc1ccc(NC(=O)C2CCN(S(=O)(=O)c3ccc(OC)c(OC)c3)CC2)c(OC)c1 | -1
CCc1ccccc1N1C(=O)C2CC(C)=C(C)CC2C1=O (configuration not stated) | 0
Cc1cc(C)nc(SCC(=O)Nc2cc(C)on2)n1 | 6
CCn1c(-c2csc(-c3ccc(Cl)cc3)n2)n[nH]c1=S | -2
Cc1cc2c(cc1C)NC(=O)CC(C(F)(F)C(F)(F)C(F)(F)F)=N2 | 3
COC(=O)c1sc(NC(=O)COc2ccccc2)nc1C | -4
CCOC(=O)C1=C(CSc2nc(-c3ccccc3)ccc2C#N)OC(N)=C(C#N)C1c1ccccc1 (configuration not stated) | 2
CC(Oc1ccc(C(=O)NC2CCCCC2)cc1)C(=O)O (configuration not stated) | 1
O=C(CSCc1n[nH]c(=O)[nH]1)NCCOc1cccc(Oc2ccccc2)c1 | -5
Cc1ccc(Cn2c(Sc3ncccn3)nc3c2c(=O)[nH]c(=O)n3C)cc1 | 1
C=CCN1C(=O)C(CC(=O)Nc2ccc(OC)cc2)N(Cc2ccco2)C1=S (configuration not stated) | 4
CCn1cc(C(=O)OCC(=O)Nc2c(C)n(C)n(-c3ccccc3)c2=O)c(=O)c2ccc(C)nc21 | 1
CCCc1cc(=O)[nH]c(SCC(=O)C(C)(C)C)n1 | -2
COC(=O)c1c(C)oc2ccc(NS(=O)(=O)c3cc(OC)ccc3OC)cc12 | 10
C[n+]1ccc(/C=C/c2ccc(Br)cc2)cc1 | 22
COc1ccc(OCC(=O)NC2CC(C)(C)NC(C)(C)C2)cc1 | 3
CCN(CC)CCSc1nc(O)c(-c2ccccc2)c(=O)[nH]1 | -8

The listing continues:
structure | RAD54 inh
Cc1ccc2nc(SCC(=O)Nc3c(C)n(C)n(-c4ccccc4)c3=O)[nH]c2c1 | 7
Cc1cc(C)cc(OCC(=O)OCCN2C(=O)c3ccccc3C2=O)c1 | -11
Cc1cccc(C)c1NC1=NC2(CCCCC2)N=C(N)N1 | 1
C/C(=N\OCC(=O)N/N=C/c1ccccc1)c1cccs1 | 10
CCOc1ccc(C)cc1S(=O)(=O)n1ccnc1 | -18
Cc1ccc(N2CCN(C(=O)c3ccccc3NC(=O)C3CC=CCC3C(=O)O)CC2)cc1 (configuration not stated) | -13
COc1ccc(-c2cc(-c3ccc(OC)c(OC)c3)n[nH]2)c(O)c1 | -3
CC(C)(C)OC(=O)NNC(=S)NCc1ccc(Cl)cc1 | 2
Cn1c(=O)[nH]c(=O)c2c1nc(Br)n2Cc1ccccc1Cl | -2
Cc1c(O)ccc2c3c(c(=O)oc12)CCC(C)C3 (configuration not stated) | 3
O=C(COc1ccccc1)N(CCc1ccccc1)c1nc(-c2ccc(F)cc2)cs1 | -8
CCC(C)OC(=O)C1=C(C)NC2=C(C(=O)C(C(=O)OC)C(C)C2)C1c1ccc(N(C)C)cc1 (configuration not stated) | 1
COC(=O)c1c(-c2ccccc2)csc1NC(=O)CSc1ncnc2sc(C)c(C)c12 | -13
COc1ccc(NC(=O)CSc2ccc3c(c2)OCCO3)cc1OC | 5
OC(CNC1CCCC1)COc1c(F)cc(Br)cc1F (configuration not stated) | 3
C=CCn1c(SC/C=C/c2ccccc2)nnc1-c1sc(N)nc1C | -13
CCN(CC)C(=O)c1sc2nc(-c3ccncc3)[nH]c(=O)c2c1C | -15
Cn1nnnc1SCC(=O)NCc1cccc(C(=O)O)c1 | 2
c1ccc2c(c1)oc1c(NCc3ccc4c(c3)OCO4)ncnc12 | 6
COc1ccccc1NC(=O)C1CCCCC1 | -6
COc1ccccc1NC(=O)c1ccc(-n2cccn2)nc1 | 1
Cc1cc(C)n(-c2ccc(-n3ccnc3)nn2)n1 | 1
O=C(CCSc1nc(-c2ccc3c(c2)OCO3)cc(C(F)(F)F)n1)NCc1ccccc1 | -1
C/C(=N/NS(=O)(=O)c1ccc(Br)cc1)c1ccc(NC(=O)c2ccc(C)o2)cc1 | 4
CCCCOC(=O)Nc1ccc(N2CCCCC2)cc1 | 9
COc1ccc(C(=S)N2CCN(C)CC2)cc1Br | 7
Cn1c(N2CCCC2)nc2c1c(=O)n(Cc1ccc(F)cc1)c(=O)n2C | -1
CC1(C)Cc2nc(N)c(C(=O)NCCO)cc2CO1 | 5
COc1ccc(Cn2c(C)ccc2C)cc1 | -1
Cc1ccccc1C(=O)Nc1cccc(NC(=O)c2ccc(-c3ccc(Br)cc3)o2)c1 | 8
COc1cccc(/C=C2\N=C3CCCCCN3C2=O)c1 | 0
O=C(/C=C/c1ccco1)NC(=S)Nc1cccc(-c2nc3ccccc3s2)c1 | -13
Cn1c2ccccc2c2c(C(=O)NCC3CCCO3)cn(C3CCCC3)c(=O)c21 (configuration not stated) | -1
O=C(CN1CCN(Cc2ccc(F)cc2Cl)C1=O)NCCc1ccc(Cl)cc1 | 7
CC1CCCN(C(=O)C23CCC(C)(C(=O)C2)C3(C)C)C1 (configuration not stated) | -7
CCc1ccc(OCCNC(=O)c2ccccc2SCc2ccccc2)cc1 | 7
O=C(NC1CCCCC1)N1CCSC1=Nc1ccccc1 | -2
CC(CCc1ccco1)NC(=O)CSc1cc(=O)n(C)c2ccccc12 (configuration not stated) | 8
CC[N+]1(C)CCC(=C2c3ccccc3CC(=O)c3sccc32)CC1 (configuration not stated) | -1
COc1ccc(NC(=O)Cn2nnc(-c3ccccc3NC(=O)C3CC3)n2)cc1 | -3
CCOC(=O)C(C)On1c(SC(C)C(=O)OCC)nc2ccccc2c1=O (configuration not stated) | 3
COc1cccc(OC)c1C(=O)Nc1ccccc1N1CCCC1 | 4
COc1cc(NC(=O)CN2C(=O)c3ccccc3S2(=O)=O)c(OC)cc1Cl | -3
Cc1sc2nc(CN3CCOCC3)nc(N3CCC(C(N)=O)CC3)c2c1C | 0
O=C1C2C3C=CC(C3)C2C(=O)N1c1nc2ccccc2s1 (configuration not stated) | 9
COc1cccc(C(=O)Nc2ccc(NC(=O)c3ccco3)cn2)c1 | 3
Cc1nc(-c2cccnc2)sc1C(=O)Nc1ccc(F)cc1F | -10
O=[N+]([O-])c1cccc(-c2nc(-c3cccs3)c(-c3cccs3)[nH]2)c1 | -8
Cc1ccc(NC(=O)COc2ccc3oc4c(c3c2)CCCC4)nc1 | -6
O=c1c2[nH]c3ccccc3c2ncn1Cc1cccnc1 | 10
Cn1c(=O)[nH]c(=O)c2c1nc(Br)n2CCSc1nc2ccccc2o1 | -6
Cc1nc2ccc(NC(=O)NCCCO)cc2s1 | -3
COc1cc(Br)cc2cc(C(=O)NCC3CCCO3)c(=O)oc12 (configuration not stated) | 4
COC(=O)CCCNC(=O)OCc1ccc([N+](=O)[O-])cc1 | 11
COC(=O)c1ccc(C2C(C(=O)c3cc4ccccc4o3)=C(O)C(=O)N2CCCN(C)C)cc1 (configuration not stated) | 0
Cc1ccc(C(=O)C(OC(=O)CNC(=O)c2ccc(Cl)cc2)c2ccccc2)cc1 (configuration not stated) | -7
O=C(O)Cc1ccc(C(=O)c2ccccc2F)s1 | 0
CCSC1=C(C#N)C(c2ccc(OC)c(OC)c2)CC(=O)N1 (configuration not stated) | 4
O=C(c1ccc(N2CCCC2=O)cc1)N1CCOCC1 | -2
COc1ccc(OCCCN2CCCCCC2)cc1 | -1

Reformatted field by field: entries from further up
CCc1ccc(OCCNC(=O)c2ccccc2SCc2ccccc2)cc1
  RAD54 inh: 7
O=C(NC1CCCCC1)N1CCSC1=Nc1ccccc1
  RAD54 inh: -2
CC(CCc1ccco1)NC(=O)CSc1cc(=O)n(C)c2ccccc12 (configuration not stated)
  RAD54 inh: 8
CC[N+]1(C)CCC(=C2c3ccccc3CC(=O)c3sccc32)CC1 (configuration not stated)
  RAD54 inh: -1

(more compounds)
structure | RAD54 inh
O=c1cc(CO)oc(CN2CCN(CCO)CC2)c1O | 6
COc1ccc(OC)c(C(c2nnnn2CC2CCCO2)N2CCN(C)CC2)c1 (configuration not stated) | -6
CC(C)(C)n1nnnc1C(c1cccc(C#N)c1)N1CCCCCC1 (configuration not stated) | 4
CCn1c(=O)c2c(nc3n2CCCN3CCc2ccccc2)n(C)c1=O | -1
O=C(NC1CCCCC1)c1nn2c(C(F)(F)F)cc(-c3ccco3)nc2c1Br | -4
COc1ccc(C(=O)NCC(=O)Nc2ccccc2)cc1OC | 5
Cc1cnc(NC(=O)COc2cccc3c2OC(C)(C)C3)s1 | -1
COc1ccccc1N1CCN(Cc2ccc(OC)c(OC)c2OC)CC1 | -5
Cc1nc2ccccc2c(=O)n1NCc1cccs1 | 8
COc1ccc(C(=O)Nc2cc3c4c(c2)CC(=O)N4CCC3)c(OC)c1 | -3
CCCc1[nH]nc2c1C(c1ccc(OCCN3CCOCC3)c(OC)c1)C(C#N)=C(N)O2 (configuration not stated) | 14
COc1ccc(CNS(=O)(=O)c2ccc(OC)cc2)cc1 | -3
CN1CCN(NC(=O)c2ccccc2F)CC1 | -9
N#Cc1cc(-c2ccccc2)nnc1Oc1ccccc1Cl | 1
CC(=O)c1cccc(NC(=O)c2csc(-n3nc(C)cc3C(F)(F)F)n2)c1 | 12
Nc1nc(NC(=O)CCCC(=O)O)nn1-c1ccccc1 | 10
CCOc1ccc(S(=O)(=O)NCc2ccncc2)cc1 | -3
COc1ccc(CCNC(=O)Cn2cnc3c(nnn3Cc3ccc(C)cc3)c2=O)cc1OC | -1
COC(=O)c1cc(NC(=O)C23CCC(C)(C(=O)O2)C3(C)C)cc(C(=O)OC)c1 (configuration not stated) | 5
